# From PubChem
# XIAP displacement: small molecules displacing peptide from XIAP – biochemical, IAP family, fluorescence polarization (AID 1018) | XIAP BIR domain, fluorescence polarization peptide displacement; higher % means a stronger effect | one-dose displacement, % at 20 µM; IC50 in µM for titrated hits | 200,000 compounds, 0.007% hits; in the data active means displacement above about 50%; further: a part of the inactive calls stands beside numbers as strong as those of hits
# SIAH1 antagonists: blockers of Siah-1 interaction with plectin peptide – biochemical, fluorescence polarization, rhodamine-plectin, uHTS, primary screen (AID 1817). Siah-1 / rhodamine-plectin peptide fluorescence polarization; higher % means a stronger effect. displacement, % at 20 µM; hits with a dose series show IC50 in µM. 290,000 compounds, 0.02% hits;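 active means displacement of at least 50% at 20 µM, with a fluorescence ratio check between 0.3 and a set limit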;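 further: plate controls were Siah plus tracer with DMSO for no effect and tracer alone without Siah for full effect; strong numbers were not always called active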
# M1AAP inhibition: malaria alanyl aminopeptidase activity blockers – biochemical, fluorogenic H-Leu-NHMec substrate, 1536-well (AID 1445); inhibition, % at 30 µM, or IC50 in µM where a hit was titrated; 220,000 compounds, 0.42% hits; recombinant M1AAP, H-Leu-NHMec fluorogenic kinetic assay; higher % means a stronger effect;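 active means primary inhibition above the hit cutoff, then over 50% inhibition at one or more dose response concentrations, cut at about 23% in these data, passing the limit was not always enough; inconclusive means conflicting primary data, or primary hits not chosen for dose response; inactive means low primary inhibition, or under 50% at every dose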;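 further: plate controls were DMSO full reaction for no effect and no enzyme background for full effect; strong numbers were not always called active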
# P. falciparum M17LAP: P. falciparum M17LAP inhibitors, primary screen, biochemical, fluorogenic H-Leu-NHMec substrate, 1536-well (AID 1619); 220,000 compounds, 0.38% hits; recombinant M17LAP, H-Leu-NHMec fluorogenic kinetic assay; higher % means a stronger effect; inhibition, % at 30 µM; hits with a dose series show IC50 in µM;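 active means compound inhibiting the enzyme by more than half at any dose during confirmatory dose-response retesting; inconclusive means strong single-dose inhibitors picked by rank but not retested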;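 further: plate controls were full reaction with DMSO carrier for no effect and no enzyme background for full effect; strong numbers were not always called active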
# ER stress rescue: protection against thapsigargin-triggered cell killing – 384-well, CSM14.1, ATP luminescence, primary screen (AID 1222) | CSM14.1 thapsigargin-induced death rescue, ATP luminescence; higher % means a stronger effect | cellular ATP content (survival), % at 20 µM; hits with a dose series show EC50 in µM | 190,000 tested, under 10 active;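 active means EC50 below 50 µM in the dose-response confirmation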;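 further: death triggered by thapsigargin at about 15 µM added after 2 h compound pretreatment; cell ATP read after overnight thapsigargin exposure of roughly 18 to 22 hours; normalized against plate controls of thapsigargin alone and 5% DMSO vehicle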
# West Nile antiviral: inhibition of WNV-induced cytopathic effect – cell-based, CPE readout (AID 1621) | West Nile virus-infected cells, CPE inhibition; higher % means a stronger effect | CPE inhibition, % at 10 µM, or IC50 in µM where a hit was titrated | 290,000 compounds, 0.02% hits; in the data active means a potency from the dose series; inconclusive means CPE inhibition mostly from about 3.7% at the one dose, without a potency; inactive means the rest, 99 in 100 with CPE inhibition below about 2.2%; further: strong numbers were not always called active
# PMI inhibition: human PMI inhibitors, high substrate, primary screen, biochemical, fluorescence intensity, high mannose 6-phosphate (AID 1220). recombinant PMI enzyme, coupled fluorescence intensity; higher % means a stronger effect. 190,000 compounds, 0.66% hits. inhibition, % at 20 µM, or IC50 in µM where a hit was titrated; in the data active means inhibition above about 50%
# PhoP inhibition: inhibitors of PhoP regulon expression, primary screen, Salmonella Typhimurium, GFP reporter (AID 1863); S. Typhimurium PhoP-regulated promoter GFP reporter, 4 h; higher % means a stronger effect; inhibition, % at 50 µM; hits with a dose series show IC50 in µM; 300,000 compounds, 0.16% hits;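 active means inhibition over 29.93%, a cutoff 3 SD above the screen mean, later confirmed by dose response; inconclusive means inhibition over 29.93% but no dose response follow-up; inactive means inhibition at most 29.93% or unconfirmed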;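 further: 0% = low Mg2+ inducing control and 100% = high Mg2+ repressing control; strong numbers were not always called active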
# Yfh1-depleted yeast: enhancers of respiration in Yfh1-depleted yeast, dose response, Friedreich's ataxia, plus single-dose screen (AID 1465). S. cerevisiae Yfh1-off respiration, WST-1 reduction, 72 h; higher fold induction means a stronger effect. fold induction at 50 µM; hits with a dose series show EC50 in µM. 220,000 compounds, 0.074% hits;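 active means fold induction of absorbance versus untreated yeast above a set limit, then at least 30% activation at any dose in follow-up; inconclusive means repeats straddling the limit, or above it without dose testing; inactive means fold induction below the set limit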;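 further: activators that raise dye reduction in frataxin-depleted yeast; strong numbers were not always called active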
# * = called active by the depositor; i = inactive; ? = inconclusive; . = no result given; & = joins results of further samples.
SMILES,XIAP displacement,SIAH1 antagonists,M1AAP inhibition,P. falciparum M17LAP,ER stress rescue,West Nile antiviral,PMI inhibition,PhoP inhibition,Yfh1-depleted yeast
CC(C)c1ccccc1NC(=O)Cn1c(/C=C/c2ccccc2)nc2ccccc21,.,2.3%,10.2%,-0.9%,.,0.0%,.,-4.7%,i
Cc1ccsc1CN1CCC(C(=O)NCc2ccccc2Cl)CC1,-8.0%,-1.9%,10.7%,8.7%,-4.4%,-1.1%,-23.0%,-10.0%,i
C#CCSc1nc(-c2cccs2)ccc1C#N,-2.8%,2.6%,3.1%,-6.7%,1.5%,0.9%,-9.1%,6.2%,i
N#CCSc1nc2ccccc2c(=O)n1CCC(=O)NCCc1ccccc1,-3.8%,0.0%,1.7%,0.5%,-1.3%,-0.2%,-3.8%,-0.3%,i
COc1cc(C(=O)Nc2nc(-c3cccs3)cs2)cc(OC)c1OC,0.6%,-6.1%,6.1%,1.1%,-0.8%,0.7%,20.4%,5.4%,i
Cc1ccc(S(=O)(=O)N(C)CC(=O)N2CCCc3ccccc32)cc1,-6.6%,-1.8%,1.6%,8.7%,-1.9%,0.4%,14.0%,8.7%,i
CC1(C)Cc2nc3sc4c(=O)n(CC(N)=O)cnc4c3cc2CO1,-4.2%,-4.8%,3.0%,-17.5%,0.3%,.,-2.2%,1.3%,.
OCCNCc1cc(Br)ccc1OCc1ccc(F)cc1,-5.1%,12.3%,0.8%,-7.0%,-2.5%,-0.3%,-4.9%,7.9%,i
C=CCCCCCCCCC(=O)Nc1ncccn1,.,2.2%,0.9%,-13.3%,.,0.3%,.,-6.7%,i
CCN=C1SC(C(=O)Nc2cccc(Br)c2)CC(=O)N1CC (stereo unspecified),-7.5%,11.6%,6.8%,7.7%,-0.4%,-1.1%,5.5%,-0.6%,i
C=CCn1nc([N+](=O)[O-])nc1Sc1cccc2cccnc12,-3.8%,-1.0%,5.4%,-0.5%,6.5%,?,9.9%,13.4%,i
NC1=NC2CS(=O)(=O)CC2S1 (stereo unspecified),-4.6%,-2.6%,1.1%,-4.4%,-2.5%,0.1%,-4.4%,0.3%,i
CCc1nc2ccccc2c(NC(=O)CN2CC(C)CC(C)C2)c1C (stereo unspecified),2.0%,-0.9%,4.1%,4.5%,-1.0%,-0.7%,-7.0%,0.9%,i
CN(C)C(CNC(=O)c1cccc(S(=O)(=O)N2CC3(C)CC2CC(C)(C)C3)c1)c1ccco1 (stereo unspecified),-7.5%,2.6%,5.1%,9.6%,1.7%,-0.7%,-4.4%,8.2%,i
CC1=NNC(=O)C1CCC(=O)N/N=C/c1ccc(Cl)cc1 (stereo unspecified),-3.1%,3.4%,2.6%,52.6µM*,-1.3%,-0.1%,-9.7%,6.1%,i
CSc1nc2ccc(NS(=O)(=O)c3c(Cl)cccc3Cl)cc2s1,-57.2%,0.1%,0.8%,-2.7%,-1.9%,-0.1%,13.2%,21.2%,i
O=C(Nc1cccn2ncnc12)C(F)(F)F,-3.8%,3.9%,-3.7%,6.0%,-1.4%,-0.2%,-1.2%,6.6%,i
COc1ccc(C(=O)NNC(=O)CN2CCC(n3nnc4cc(C)ccc43)CC2)cc1,-4.4%,10.0%,12.2%,2.0%,-1.7%,-1.6%,0.7%,-13.6%,i
COC(=O)c1cc2ccsc2n1CC(=O)NCC1CCCO1 (stereo unspecified),-0.4%,1.5%,-0.8%,-2.6%,0.7%,-0.2%,1.8%,1.6%,i
CCCN1Cc2cccc(C(=O)NC3CCCC3)c2C1=O,2.0%,-1.8%,6.0%,0.3%,.,-0.1%,11.7%,-7.2%,i
COc1cccc(C2CC(c3ccccc3Cl)n3nc(N)nc3N2)c1 (stereo unspecified),-1.8%,-2.3%,12.4%,14.9%,-1.3%,0.1%,-1.5%,-5.7%,i
O=S(=O)(c1ccc(C2CCCCC2)cc1)N1CCOCC1,-2.0%,6.9%,-0.7%,22.6%,-1.8%,-0.8%,3.8%,-13.4%,i
CC(=O)N/N=C(\C)CCc1ccccc1,-6.0%,-3.7%,-1.6%,-3.0%,-1.2%,0.9%,10.3%,5.4%,i
COc1ccc2oc(=O)c(-c3nc4ccccc4o3)cc2c1,-7.5%,10.4%,8.9%,3.3%,-1.4%,-0.1%,-1.6%,-6.1%,i
CCOC(=O)C1CCCN(c2nnnn2-c2ccccc2)C1 (stereo unspecified),-7.7%,-3.4%,-4.5%,2.8%,.,.,-4.4%,5.4%,.
O=C(N/N=C/c1ccco1)c1cc(-c2ccc3ccccc3c2)n[nH]1,-1.7%,10.6%,9.7%,13.3%,-6.0%,.,0.2%,-6.3%,.
COc1cc(/C=N/NC(=O)c2ccoc2C)ccc1O,-5.0%,13.8%,4.2%,26.3%,-1.6%,0.6%,17.8%,14.3%,i
COc1cc(C(=O)NCc2ccc(F)cc2)cc(Cl)c1OC,-2.1%,-1.2%,5.1%,11.7%,-2.1%,-0.8%,12.2%,-8.5%,i
CCCn1c(SCC(=O)c2cc(C)ccc2C)n[nH]c1=O,-8.5%,1.6%,7.1%,2.4%,-0.2%,-0.3%,-26.3%,7.5%,i
C/C(=N\Nc1ccc2nncn2n1)c1ccco1,.,-0.2%,5.4%,10.2%,.,-0.1%,.,3.1%,i
O=C(Nc1ccccc1Cl)C(Cl)C(=O)c1ccccc1 (stereo unspecified),4.4%,10.9%,-7.4%,1.9%,-6.9%,0.0%,-34.5%,-0.5%,i
Cc1cc2nc3c(nc2cc1C)C(O)=C3O,.,1.2%,20.8%,13.8%,.,0.4%,.,-8.8%,i
CCN(CC)S(=O)(=O)c1ccc(NC(=O)c2c(-c3ccccc3)noc2C)cc1,13.2%,0.8%,-6.6%,5.4%,.,-0.3%,20.1%,11.3%,i
O=[N+]([O-])c1nn(-c2ccccc2)n(O)c1=NCCc1ccccc1,-12.0%,0.2%,-2.2%,-2.3%,-6.6%,1.9%,2.6%,-2.6%,i
C/C(=N/NC(=O)Cc1c(C)[nH][nH]c1=O)c1ccc(O)cc1,-7.3%,-3.8%,0.7%,4.09µM*,-2.1%,0.0%,12.5%,-2.8%,i
COc1ccc(CNC(=O)C(NC(C)=O)C(=O)Nc2ccc(C(C)C)cc2)cc1 (stereo unspecified),-0.2%,10.6%,2.2%,6.0%,.,-1.3%,-4.4%,-1.9%,i
Cc1ccc(Cl)cc1N(CC(=O)N1CCCCCC1)S(C)(=O)=O,-3.8%,5.5%,5.4%,-0.7%,1.3%,-0.6%,-1.1%,-8.8%,i
COc1ccc(-c2nnc3ccc(SCC(=O)NCc4ccco4)nn23)cc1OC,-18.2%,-3.0%,1.0%,9.0%,-0.8%,1.0%,4.0%,-4.6%,i
COc1ccc(CNC(=O)C2CC(c3ccccc3C(F)(F)F)=NO2)cc1 (stereo unspecified),.,8.1%,3.1%,8.9%,.,-0.5%,.,4.0%&-0.1%,i
CC(C)(C)c1[nH]nc2c1C(c1cccnc1)C(C#N)=C(N)O2 (stereo unspecified),-0.2%,9.5%,-0.4%,5.2%,-1.2%,-0.3%,14.3%,-2.1%,i
CC1(c2ccccc2)NC(=O)N(CCOc2ccccc2)C1=O (stereo unspecified),-9.4%,-4.4%,2.4%,-2.5%,-1.6%,1.0%,3.0%,8.6%,i
COc1cc(NC(=O)COC(=O)/C=C/c2ccc(OC)c(OC)c2)cc(OC)c1,-5.0%,0.7%,4.0%,-4.1%,0.0%,0.4%,9.6%,4.5%,i
O=c1cccccc1NN=C1CCCCC1,.,12.6%,9.6%,12.9%,.,0.6%,.,-10.0%,i
O=C(NC1CCCCC1)c1nc2c(nnn2Cc2ccccc2Cl)c(=O)[nH]1,0.0%,-0.4%,-4.0%,-84.2%,-2.2%,.,3.0%,8.4%,i
Cc1ccc(C2=CSC3=NS(=O)(=O)CCN23)cc1C,-1.2%,2.2%,-1.9%,7.8%,-0.9%,-0.3%,-6.3%,1.7%,i
Cc1cccn2cc(CCNS(=O)(=O)c3ccc4c(c3)OCCO4)nc12,-3.1%,-1.6%,4.6%,-0.4%,-3.7%,-0.1%,0.4%,4.1%,i
Cc1ccc(C(CC(=O)c2ccc(Cl)cc2)C(=O)O)cc1 (stereo unspecified),-3.3%,0.1%,0.5%,4.2%,-1.6%,.,-4.9%,3.9%,.
C=CCNC(=S)Nc1cccc(NC(=S)NCC=C)c1,-4.5%,2.6%,7.0%,5.3%,-2.9%,-0.5%,5.5%,-8.0%,i
COCCNC(=O)c1c(NC(=O)c2nc(SC)ncc2Cl)sc2c1CCCC2,-9.3%,11.8%,6.0%,0.8%,-0.9%,-0.8%,15.9%,-11.2%,i
CCC1(C)COC(C)(CC(=O)NNC(=O)Nc2ccccc2)OC1 (stereo unspecified),-4.3%,4.4%,5.7%,1.5%,-1.1%,0.1%,0.8%,8.5%,i
O=[N+]([O-])c1c(Nc2ccccc2O)cc(N2CCOCC2)c2nonc12,.,9.4%,9.8%,3.9%,.,0.0%,.,-4.4%,i
C=CCNC(=O)C1CCN(c2c([N+](=O)[O-])cc(C(F)(F)F)cc2[N+](=O)[O-])CC1,-5.7%,0.6%,9.8%,-2.1%,-3.1%,0.7%,-0.1%,-10.3%,i
CC(=O)NNC(=S)Nc1cc(S(=O)(=O)N(C)C)ccc1C,-6.1%,-2.9%,3.8%,3.3%,-5.2%,1.6%,-4.5%,-11.8%,i
O=C(c1ccccc1Cl)N(C(=O)c1ccccc1Cl)c1nccc(-c2cccs2)n1,-6.0%,-0.4%,1.3%,-13.4%,-2.7%,0.3%,20.3%,7.1%,i
O=C(CCN1C(=O)c2ccccc2C1=O)NCCC1=CCCCC1,-5.0%,6.6%,3.5%,-7.8%,-1.5%,0.2%,-12.7%,10.6%,i
O=C(O)[C@H](CSCc1ccccc1)NS(=O)(=O)c1ccc(F)cc1,-3.9%,-1.4%,6.9%,5.2%,-6.2%,0.4%,-11.0%,-3.5%,i
CC(=O)Nc1ccc(NC(=O)CSc2ncnc3c2cnn3Cc2ccccc2)cc1,.,-1.7%,-0.2%,-1.7%,.,-0.1%,.,-0.4%,i

# Single records, from the list above. Order of values: XIAP displacement | SIAH1 antagonists | M1AAP inhibition | P. falciparum M17LAP | ER stress rescue | West Nile antiviral | PMI inhibition | PhoP inhibition | Yfh1-depleted yeast
# O=C(O)[C@H](CSCc1ccccc1)NS(=O)(=O)c1ccc(F)cc1 is listed as -3.9% | -1.4% | 6.9% | 5.2% | -6.2% | 0.4% | -11.0% | -3.5% | i
# C=CCNC(=S)Nc1cccc(NC(=S)NCC=C)c1 is listed as -4.5% | 2.6% | 7.0% | 5.3% | -2.9% | -0.5% | 5.5% | -8.0% | i
